Screening results from PubChem BioAssay.
HTR5A inv ctr = HTR5A inverse agonists in luminescence cell assay, primary screen, counter-screen for OPRM1-OPRD1 heterodimer inverse agonist project, full-deck HTS. inhibition, % at 9.3 µM. 340,000 tested, 0.083% active. HTR5A cell line, inverse agonism. AID 504634, 2011; in the data active = inhibition mostly above about 23%, no sharp cut-off; inactive = mostly below about 18%;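 also: 0% = cells with DMSO and 100% = no-cell wells with DMSO; some compounds called inactive have numbers as strong as hits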
Target sequence (P47898 whole entry, looked up): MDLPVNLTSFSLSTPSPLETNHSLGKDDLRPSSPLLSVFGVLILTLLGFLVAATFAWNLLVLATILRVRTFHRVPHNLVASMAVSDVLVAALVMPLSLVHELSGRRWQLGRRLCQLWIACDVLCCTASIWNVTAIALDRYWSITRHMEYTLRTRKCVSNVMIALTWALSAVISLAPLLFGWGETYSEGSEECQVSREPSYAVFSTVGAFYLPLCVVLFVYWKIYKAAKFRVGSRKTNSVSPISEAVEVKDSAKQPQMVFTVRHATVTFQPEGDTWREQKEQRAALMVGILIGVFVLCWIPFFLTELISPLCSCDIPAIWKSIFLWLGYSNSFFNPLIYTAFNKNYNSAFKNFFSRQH
Pemphigus Ab inh = inhibitors of pemphigus antibody binding to DSG3, primary screen, biochemical, bead-based, flow cytometry, scFv-GFP; Desmoglein-3 (Homo sapiens), P32926; DSG3-coupled beads, scFv-anti-DSG3-GFP binding; stronger effect = lower value; binding (percent of control), % at 10 µM; 310,000 tested, 0.48% active; AID 588358, 2011;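 active = binding more than 3 SD below its plate's average and above zero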;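 also: hits lower antibody fragment binding to DSG3; some compounds called inactive have numbers as strong as hits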
MOR-DOR inv ag = inverse agonists of MOR-DOR heterodimerization, primary screen, cell-based, luminescence; Mu-type opioid receptor (Homo sapiens) + Delta-type opioid receptor (Homo sapiens), …; cell-based MOR-DOR heterodimer luminescence, inverse agonism; inhibition, % at 9.3 µM; 340,000 tested, 0.21% active; AID 504357, 2011; in the data active = inhibition above about 22%, passing the limit was not always enough;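 also: 0% = cells with DMSO and 100% = wells without cells with DMSO; values of inactives mirror those of a sister screen read the other way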
SUMO Mot1 rescue = yeast Mot1-301 growth rescue at high temperature, primary screen, SUMOylation pathway inhibitor project, S. cerevisiae, ATP luminescence, 38.5C. S. cerevisiae Mot1-301 growth rescue; percent above DMSO median, 100 means doubled. growth rescue, % at 18.8 µM. 320,000 tested, 1% active;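 active = every valid replicate shows activation above 250% relative to neutral control wells; inactive = the rest, any valid replicate at or below 250%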;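 also: OY570 slx delta 5 strain wells were the positive control but not used for scaling; some compounds called inactive have numbers as strong as hits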
PfHsp90 yeast 2 = growth inhibition of PfHsp90-expressing yeast, primary screen, antimalarial PfHsp90 inhibitor project, S. cerevisiae, BacTiter-Glo luminescence, single point, set 2; BacTiter-Glo ATP, 48 h; yeast lacking PDR1 and PDR3 efflux regulators; inhibition, % at 9.4 µM; 310,000 tested, 0.32% active; AID 504621, 2011;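 active = every replicate shows inhibition above about 80%, whatever the replicate mean, limit read from the data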;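 also: 0% = DMSO neutral controls and 100% = 20 µM radicicol positive controls; yeast relying on Plasmodium falciparum Hsp90 in place of its own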
PKA-R1A act = activators of PKA-R1A holoenzyme, primary screen, biochemical, fluorescence polarization, Cy5-IP20, bovine R1A, mouse PKAc | PKA-R1A dissociation; scaled: DMSO 0%, 113 µM cGMP 100% | AID 504707, 2011 | activation, % at 11.4 µM | cAMP-dependent protein kinase type I-alpha regulatory subunit (Bos taurus) + … | 340,000 tested, 0.083% active;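 active = percent activation above the mean of all tested compounds plus 3 SD, cut at about 19% in these data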;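 also: higher means more PKAc released from R1A so a rise in polarization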
OPRM1-OPRD1 ag = agonists of OPRM1-OPRD1 heterodimerization, primary screen, cell-based, luminescence. 340,000 tested, 0.3% active. cells. activation, % at 9.3 µM; in the data active = activation above about 18%;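 also: 0% = vehicle-treated cells and 100% = reference agonist; values of inactives mirror those of a sister screen read the other way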
E coli growth = E. coli V3065 growth inhibition, primary screen, counter-screen for AddAB inhibitor project, absorbance, OD600; inhibition, % at 11.9 µM; 18 h; 330,000 tested, 0.27% active; AID 449728, 2010;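 active = inhibition above the campaign's mean inhibition across all tested compounds plus 3 SD, cut at about 9.9% in these data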;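 also: uninfected addAB+ strain grown without phage in ampicillin broth; 0% = DMSO wells and 100% = ciprofloxacin 0.95 µg/ml wells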
phage Ecoli inh = growth loss of phage-infected E. coli, primary screen, RecBCD inhibitor project, absorbance, with phage, HTS; inhibition, % at 11.9 µM; 360,000 tested, 0.26% active; AID 651602, 2012; in the data active = inhibition above about 11%
AddAB inh = growth inhibition of E. coli expressing H. pylori AddAB, primary screen, AddAB inhibitor project, absorbance. inhibition, % at 11.9 µM. 330,000 tested, 0.29% active. AID 435030, 2010; in the data active = inhibition above about 12%;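 also: 0% = vehicle wells of infected cells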
HTR5A ag ctr = HTR5A agonists in luminescence cell assay, primary screen, counter-screen for OPRM1-OPRD1 heterodimer agonist project, full-deck HTS | 340,000 tested, 0.61% active | 5-hydroxytryptamine receptor 5A (Homo sapiens), P47898 | AID 504692, 2011 | cell-based | activation, % at 9.3 µM; in the data active = activation mostly above about 9.5%, no sharp cut-off; inactive = mostly below about 7.6%;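 also: 0% = cells with vehicle only and 100% = reference agonist; strong numbers were not always called active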
The depositor's hits bear a star; . = not tested or not shown. Not a hit list. About 3.2% of those tested had a hit in this group.

SMILES	HTR5A inv ctr	Pemphigus Ab inh	MOR-DOR inv ag	SUMO Mot1 rescue	PfHsp90 yeast 2	PKA-R1A act	OPRM1-OPRD1 ag	E coli growth	phage Ecoli inh	AddAB inh	HTR5A ag ctr
COc1cccc(C(C(=O)NC2CCCCC2)N(CC2CCCO2)C(=O)CNC(=O)c2ccco2)c1 (centres undefined)	-1	99	7	3	10	5	-1.4	-0.9	2.5	2.4	-2
COc1ccc(/C=N/NC(=O)C(N)=O)c(OC)c1OC	-35	125	6	-12	4	11	-1.1	0.9	2.1	0.3	-2
Cc1c(C(N)=O)sc2ncn(CCOc3ccccc3)c(=O)c12	-5	106	5	-2	2	3	-0.9	-0.1	1.1	0.2	2
O=[N+]([O-])c1ccccc1S(=O)(=O)N1CCN(C2CCCC2)CC1	22	102	14	-5	-17	8	-2.5	.	-0.2	.	2
O=C(O)CCCC1(C(=O)O)CCCC1	12	120	3	.	4	6	-0.6	.	1.0	.	-3
CCCN1C(=O)/C(=C/c2cc(C)n(C)c2C)SC1=Nc1ccc(OCC)cc1	-5	101	-1	-13	9	5	0.2	1.8	4.4	0.7	2
CCCCCN(C(=O)CCC(=O)OCC(=O)N1CCCCC1)c1c(N)n(CCCC)c(=O)[nH]c1=O	-2	115	6	-2	27	-14	-1.1	1.8	0.4	4.0	-1
COc1ccc(NC(=O)c2sc3ncn(CC(=O)N4CCN(c5ccccn5)CC4)c(=O)c3c2C)c(OC)c1	-7	100	10	-8	-5	6	-1.8	1.5	1.1	4.1	0
C=CCc1cccc2cc(C(=O)NNC(=O)c3ccncc3)c(=O)oc12	-7	80	15	107	-1	-8	-2.9	-2.4	-0.3	0.6	3
CN(CCN1CCOCC1)C(=O)c1cc(COc2ccc(F)c(F)c2)on1	-3	100	8	-11	-10	-2	-1.5	-2.3	4.4	1.4	0
CCCNC(=O)COC(=O)c1cc(C)nc2ccccc12	-13	104	5	-14	4	-11	-0.9	-1.0	3.7	-0.6	0
COc1ccc2ccccc2c1/C=N/NC(=O)c1nnn(-c2nonc2N)c1CN(C)C	-8	100	6	-29	2	-6	-1.2	-0.9	-1.4	4.4	-1

10 compounds already listed, sorted by heavy-atom count, smallest number first.
SMILES	HTR5A inv ctr	Pemphigus Ab inh	MOR-DOR inv ag	SUMO Mot1 rescue	PfHsp90 yeast 2	PKA-R1A act	OPRM1-OPRD1 ag	E coli growth	phage Ecoli inh	AddAB inh	HTR5A ag ctr
O=C(O)CCCC1(C(=O)O)CCCC1	12	120	3	.	4	6	-0.6	.	1.0	.	-3
COc1ccc(/C=N/NC(=O)C(N)=O)c(OC)c1OC	-35	125	6	-12	4	11	-1.1	0.9	2.1	0.3	-2
CCCNC(=O)COC(=O)c1cc(C)nc2ccccc12	-13	104	5	-14	4	-11	-0.9	-1.0	3.7	-0.6	0
Cc1c(C(N)=O)sc2ncn(CCOc3ccccc3)c(=O)c12	-5	106	5	-2	2	3	-0.9	-0.1	1.1	0.2	2
C=CCc1cccc2cc(C(=O)NNC(=O)c3ccncc3)c(=O)oc12	-7	80	15	107	-1	-8	-2.9	-2.4	-0.3	0.6	3
CN(CCN1CCOCC1)C(=O)c1cc(COc2ccc(F)c(F)c2)on1	-3	100	8	-11	-10	-2	-1.5	-2.3	4.4	1.4	0
CCCN1C(=O)/C(=C/c2cc(C)n(C)c2C)SC1=Nc1ccc(OCC)cc1	-5	101	-1	-13	9	5	0.2	1.8	4.4	0.7	2
COc1ccc2ccccc2c1/C=N/NC(=O)c1nnn(-c2nonc2N)c1CN(C)C	-8	100	6	-29	2	-6	-1.2	-0.9	-1.4	4.4	-1
CCCCCN(C(=O)CCC(=O)OCC(=O)N1CCCCC1)c1c(N)n(CCCC)c(=O)[nH]c1=O	-2	115	6	-2	27	-14	-1.1	1.8	0.4	4.0	-1
COc1ccc(NC(=O)c2sc3ncn(CC(=O)N4CCN(c5ccccn5)CC4)c(=O)c3c2C)c(OC)c1	-7	100	10	-8	-5	6	-1.8	1.5	1.1	4.1	0

More compounds:
SMILES	HTR5A inv ctr	Pemphigus Ab inh	MOR-DOR inv ag	SUMO Mot1 rescue	PfHsp90 yeast 2	PKA-R1A act	OPRM1-OPRD1 ag	E coli growth	phage Ecoli inh	AddAB inh	HTR5A ag ctr
CC(CNS(=O)(=O)c1ccccc1)(c1ccccc1)N1CCCCC1 (centres undefined)	-3	96	-12	12	-3	-7	2.3	2.1	-1.9	3.3	1
NC(=O)C1CCN(C2CC(=O)N(Cc3ccc(N4CCCC4=O)cc3)C2=O)CC1 (centres undefined)	-4	100	3	-9	.	-15	-0.5	-2.9	3.9	-1.4	-1
COC(=O)c1ccc(NC(=O)CSc2nc3ccccc3c(=O)[nH]2)cc1	10	98	13	142	6	-2	-2.4	-3.4	0.9	0.6	4
NC(=O)C1CCN(C(=O)c2ccc([N+](=O)[O-])cc2NC(=O)c2cccs2)CC1	2	.	-10	14	-2	1	1.6	-2.0	2.4	3.9	2
O=C(CN1C(=O)/C(=C/c2ccccc2F)SC1=S)NC1C=CS(=O)(=O)C1 (centres undefined)	16	97	4	-3	-11	-13	-0.8	-3.8	-0.2	1.9	0
COc1cccc(OC)c1C(=O)NC(=O)Nc1c(C)cccc1C	-1	94	13	-5	-17	-3	-2.3	2.9	3.0	0.7	0
O=C1CC(c2cccs2)c2ccc3ccccc3c2N1 (centres undefined)	-1	92	-8	128	-3	-10	1.6	1.2	-0.3	0.6	0
CCOC(=O)C1=C(N)Oc2c(oc(CO)cc2=O)C1c1ccc(F)cc1 (centres undefined)	-1	109	-1	10	5	-18	0.1	-0.8	0.5	-0.2	0
Cc1cccc(NC(=O)C2=C(O)c3ccccc3N(C)S2(=O)=O)c1	14	103	10	-4	2	-6	-1.6	0.0	0.9	-2.7	-5
CCN1CCN(c2cc(C)nc(-c3ccccc3O)n2)CC1	3	100	13	4	-1	-4	-2.5	-0.9	0.6	-1.3	-1
CCOC(=O)c1c(NC(=S)NC(=O)c2ccco2)sc2c1CCCC2	-35	.	11	41	-10	-9	-1.8	1.5	1.8	3.2	13
CCC(=O)c1ccc(OCC(=O)NCC2(N3CCCCC3)CCCCC2)cc1	7	106	-8	-1	-14	-1	1.5	2.7	3.8	-0.1	-2
COC(=O)CN1C(=O)COc2ccc(S(=O)(=O)NCc3ccccc3)cc21	-21	96	10	-19	23	-12	-1.9	-0.2	2.8	2.2	-1
CC(=O)N1CCN(CC(=O)Nc2cccc(S(=O)(=O)N3CCCCCC3)c2)CC1	8	108	4	8	19	3	-0.8	-1.5	2.3	0.3	-3
COc1ccc(NC(=O)C2CC(=O)N/C(=N/N=C/c3ccccc3)S2)cc1 (centres undefined)	12	105	18	6	5	6	-3.7	-1.3	0.5	-1.9	-1
Cc1c(NC(=O)CN2C(=O)c3ccccc3S2(=O)=O)c(=O)n(-c2ccccc2)n1C	14	.	7	-9	-4	6	-1.6	1.4	3.1	1.8	6
Cc1ccc(NC(=O)C2CCN(S(=O)(=O)c3ccc4c(c3)NC(=O)CO4)CC2)cc1C	7	87	4	-1	7	-12	-0.8	-0.4	-0.3	1.9	-3
Cn1c(N)c(C(=O)COC(=O)C23CC4CC(CC(C4)C2)C3)c(=O)n(C)c1=O	-2	110	-16	-3	7	-10	2.7	0.0	-0.9	3.2	-2
CC(C)CCNc1ncnc2c1nnn2Cc1ccccc1	6	109	2	-5	-3	-2	-0.4	-3.5	2.0	-1.2	3
COc1ccc(S(=O)(=O)NCC2CCCO2)cc1NC(=O)c1ccc(Cl)cc1 (centres undefined)	5	103	6	-2	.	0	-1.2	0.3	2.1	0.9	-2
O=C(Nc1cccc(C(=O)O)c1)/C(=C\c1ccco1)NC(=O)c1ccccc1	-17	99	0	108	7	-8	-0.1	-1.1	1.8	1.0	0
Cc1ccc(N(CC(=O)Nc2ccc(C)cn2)S(=O)(=O)c2c(C)nn(C)c2C)cc1	-3	.	4	-8	-16	-4	-0.8	-0.4	2.7	2.5	1
O=C(CCCCl)NC(=S)Nc1ccc(CN2CCOCC2)cc1	9	99	7	15	-10	1	-1.4	-1.9	2.5	-0.3	2
CCNC(=O)c1cc(S(=O)(=O)N2CCSCC2)ccc1OC	-17	94	7	38	11	-13	-1.5	-0.9	-0.1	1.3	5
CCN1C(Nc2ccccc2)=NC[C@@H]1C	-6	97	-1	347	0	6	0.2	-3.6	3.4	1.6	13*
Cc1cccc(C(=O)Nc2sc(C)c(-c3ccccc3)c2C#N)c1	-22	102	-40	-9	-10	-8	6.7	-0.9	2.9	2.8	17*
COC(=O)c1cc(S(=O)(=O)N(C)C2CCCCC2)c[nH]1	-37	99	17	6	-2	-8	-3.3	-2.6	0.8	1.4	0
CCOC(=O)CC1C(=O)NCCN1C(=O)c1ccc(F)cc1F (centres undefined)	-17	107	14	-10	-15	10	-2.4	3.0	-0.1	-2.5	3
O=C(O)/C=C/C(=O)N1CCN(Cc2ccc3c(c2)OCO3)CC1	1	97	12	-20	-4	-4	-2.8	1.9	2.1	0.7	0
NS(=O)(=O)c1ccc(S(=O)(=O)N(Cc2ccccc2F)CC2CCCO2)cc1 (centres undefined)	1	103	2	-1	10	-1	-0.3	-0.6	2.1	-0.3	0
CC1CCN(C(=O)CN(Cc2ccccc2)S(C)(=O)=O)CC1	-15	112	10	24	-24	2	-1.9	-1.7	2.6	3.0	4
O=C(NC1CCCCC1)C1c2ccccc2C(=O)N1Cc1ccco1 (centres undefined)	5	103	3	1	-12	-2	-0.5	0.1	.	2.1	-2
CCCC(=O)N1CCN(c2nc3ccc(Cl)cc3s2)CC1	25	99	1	61	7	-3	-0.2	1.0	3.5	-0.4	4
COc1cc(CC(=O)OCn2nnc3ccccc3c2=O)cc(OC)c1OC	-5	117	17	-8	.	-2	-3.5	-4.0	2.2	0.2	-5
Cc1ccn2c(c1)nc(=O)c1cc(S(=O)(=O)N3CCCCC3)ccc12	7	100	-54	-13	-2	-3	7.7	0.8	1.2	2.8	4
CCN(CC)S(=O)(=O)c1ccc2oc(C(=O)Nc3ccc(OC)cc3OC)c(C)c2c1	17	99	-3	-19	24	5	0.5	-1.0	2.0	0.7	2
COC(=O)C1=C(C)NC2=C(C(=O)CCC2)C1c1cccc(C)n1 (centres undefined)	15	98	1	370	14	8	-0.1	-0.9	0.5	-1.6	-5
